# From PubChem BioAssay
# V-ATPase pHluor: yeast V-ATPase proton transport regulation by pHLuorin; S. cerevisiae, pHLuorin cytosolic pH fluorescence; response, % at 10 µM; 350,000 tested, 0.37% active; in the data active = response mostly above about 7.3%, no sharp cut-off; inactive = mostly below about 5.4%; also: actives read high; inactives centre near 0; some compounds called inactive have numbers as strong as hits; reference of the scale not given here
# Keap1-Nrf2 PPI: inhibitors of human Keap1-Nrf2 protein-protein interaction; Q14145; Keap1 Kelch-Nrf2 peptide fluorescence polarization, 1536-well; inhibition, % at 9.4 µM; 340,000 tested, 0.15% active; in the data active = inhibition above about 12%; inconclusive = no clear call, values can overlap the other calls; inactive = below about 7.3%;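 also: human Keap1 Kelch domain with fluorescein labeled Nrf2 9mer peptide probe; 0% = neutral control wells and 100% = peptide positive control; higher means more block of Keap1 binding to Nrf2 peptide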
# Cardiac RTF inh: cardiac RTF calcium desensitization; P19429+P45379; IANBD-labeled cardiac RTF, Ca2+ fluorescence; inhibition, % at 7.15 µM; 340,000 tested, 0.12% active; AID 493244;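 active = inhibition above the mean inhibition of all tested compounds plus 3 SD, cut at about 17% in these data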;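 also: assay run at fixed EC70 calcium of 1.6 mM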
# DSG3 Ab inh: blocks pemphigus antibody binding to human desmoglein-3. P32926. DSG3-coupled beads, scFv-anti-DSG3-GFP binding, flow cytometry; active compounds read low. binding (percent of control), % at 10 µM. 310,000 tested, 0.48% active. AID 588358;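 active = binding more than 3 SD below its plate's average and above zero; inconclusive = below that plate limit but binding exactly zero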;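 also: hits lower antibody fragment binding to DSG3; some compounds called inactive have numbers as strong as hits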
# Target sequence (P32926 whole entry, looked up, the tested form may be a part): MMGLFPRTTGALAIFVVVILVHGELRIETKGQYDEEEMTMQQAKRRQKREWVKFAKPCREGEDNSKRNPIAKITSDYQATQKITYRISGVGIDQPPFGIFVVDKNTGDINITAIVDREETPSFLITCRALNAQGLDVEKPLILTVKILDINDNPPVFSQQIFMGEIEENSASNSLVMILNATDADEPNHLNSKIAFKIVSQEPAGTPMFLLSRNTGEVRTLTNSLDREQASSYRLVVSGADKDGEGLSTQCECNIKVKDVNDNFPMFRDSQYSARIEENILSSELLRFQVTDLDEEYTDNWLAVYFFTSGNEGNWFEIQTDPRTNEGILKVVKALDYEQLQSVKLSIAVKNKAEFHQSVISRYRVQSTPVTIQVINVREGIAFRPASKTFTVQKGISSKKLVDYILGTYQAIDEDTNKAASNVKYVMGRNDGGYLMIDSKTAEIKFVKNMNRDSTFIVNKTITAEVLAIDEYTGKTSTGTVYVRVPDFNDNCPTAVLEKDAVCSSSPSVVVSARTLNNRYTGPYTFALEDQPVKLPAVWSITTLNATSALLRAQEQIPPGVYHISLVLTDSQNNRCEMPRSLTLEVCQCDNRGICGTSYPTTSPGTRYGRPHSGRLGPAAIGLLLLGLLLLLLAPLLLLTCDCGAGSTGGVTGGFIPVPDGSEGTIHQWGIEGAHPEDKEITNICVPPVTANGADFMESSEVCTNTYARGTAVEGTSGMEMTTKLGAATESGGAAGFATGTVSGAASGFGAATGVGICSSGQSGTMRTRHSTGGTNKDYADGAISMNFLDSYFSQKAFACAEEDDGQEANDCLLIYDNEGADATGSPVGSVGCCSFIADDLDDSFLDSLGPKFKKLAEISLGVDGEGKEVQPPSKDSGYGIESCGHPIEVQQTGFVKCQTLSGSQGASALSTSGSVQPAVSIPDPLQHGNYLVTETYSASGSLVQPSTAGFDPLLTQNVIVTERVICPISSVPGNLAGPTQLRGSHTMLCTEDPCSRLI
# RTF Ca sens act: cardiac RTF calcium sensitization | P19429+P45379 | IANBD-labeled TnC RTF fluorescence at EC20 calcium; 0% EC20 calcium, 100% full calcium | activation, % at 7.2 µM | 340,000 tested, 0.24% active;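 active = activation above the mean over all tested compounds plus 3 SD, cut at about 30% in these data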;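 also: rise in fluorescence read as greater calcium sensitivity of cardiac thin filaments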
# LANA DNA inh: blocks KSHV LANA C-terminal domain binding to DNA; MBP-C-LANA/FAM-LBS DNA binding, fluorescence polarization; inhibition, % at 9 µM; 340,000 tested, 0.078% active;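 active = highest replicate inhibition at or above 60% at 9 µM, even if other replicates fall short; inactive = all replicates below 60% inhibition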;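 also: 0% = neutral control wells and 100% = 4 µM acridine orange control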
# Arrestin-AP2 inh: blocks beta-arrestin peptide binding to AP2 adaptin; FITC-arrestin peptide / GST-AP2 beads, flow cytometry; AP2 beta2 appendage carries R879A mutation; AID 504490; 340,000 tested, 0.31% active; inhibition, % at 10 µM;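 active = inhibition above a set limit, near 3 SD of compounds lacking own fluorescence, cut at about 54% in these data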;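 also: plate controls were DMSO wells for no effect and 5 µM unlabelled arrestin peptide for full effect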
#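 System: GST-AP2 R879A glutathione beads; medium: PBS, Tween 20 0.05%, BSA 0.1%; reagent: fluorescein-tagged arrestin peptide at 50 nM final; schedule: pre-incubation 12 min, peptide binding 1 h, room temperature; detection: flow cytometry, FL1 (488/535 nm); read-out: inhibition as reduced fluorescein signal on beads, percent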
# MOR-DOR inv ag: mu-delta opioid heterodimer inverse agonism; 340,000 tested, 0.21% active; inhibition, % at 9.3 µM; cell-based MOR-DOR heterodimer luminescence; P35372+P41143; in the data active = inhibition above about 22%, passing the limit was not always enough;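 also: 0% = cells with DMSO and 100% = wells without cells with DMSO; values of inactives mirror those of a sister screen read the other way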
# Wnt act: activators of Wnt/beta-catenin signaling; AID 743398; Wnt/beta-catenin reporter cell assay, activator, plate reader; activation, % at 9.35 µM; 300,000 tested, 1.2% active; in the data active = activation above about 30%, passing the limit was not always enough; inconclusive = no clear call, values can overlap the other calls;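 also: 0% = neutral control wells and 100% = positive control wells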
# OPRM1-OPRD1 ag: OPRM1-OPRD1 heterodimerization agonism | P35372+P41143 | cells, luminescence | activation, % at 9.3 µM | 340,000 tested, 0.3% active | AID 504326; in the data active = activation above about 18%;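 also: 0% = vehicle-treated cells and 100% = reference agonist; values of inactives mirror those of a sister screen read the other way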
# An asterisk follows results filed as active; u = inconclusive; x = not tested or not shown.
[1] O=C(N/N=C/C(Br)=C/c1ccccc1)c1cccs1
[2] Cc1c(/C=N/NC(=O)c2cc(C(C)(C)C)[nH]n2)c2ccccc2n1C
[3] O=C(O)CNC(=O)CC1S/C(=N/N=C/c2ccccc2O)NC1=O (centres undefined)
[4] O=C(O)c1ccc(NS(=O)(=O)/C=C/c2ccccc2)cc1O
[5] CC(=O)SC1CC(=O)N(c2c(C)cccc2C)C1=O (centres undefined)
[6] CCOc1cc(C)ccc1OCc1nnc(SCC(=O)c2cccc([N+](=O)[O-])c2)n1C
[7] CCC1Oc2ccccc2N(CC(=O)NCCCN2CCOCC2)C1=O (centres undefined)
[8] CC1(C(=O)N2CCOCC2)CCCCC1
assay / entry,1,2,3,4,5,6,7,8
V-ATPase pHluor,2,1,1,-2,-4,-3,3,2
Keap1-Nrf2 PPI,-6,-6,-3,0,5,-1,u,-3
Cardiac RTF inh,0,-4,-35,-1,1,0,-7,-4
DSG3 Ab inh,107,96,103,102,110,102,96,111
RTF Ca sens act,4,-4,-4,4,2,-2,1,-2
LANA DNA inh,0.2,1.2,0.0,-0.8,-4.4,-0.7,-1.0,-2.4
Arrestin-AP2 inh,-5,-9,-3,1,38,-2,5,5
MOR-DOR inv ag,-46,18,3,10,26,3,5,12
Wnt act,u,1,-2,-2,-1,-5,-1,0
OPRM1-OPRD1 ag,9.0,-3.5,-0.5,-1.8,-5.1,-0.5,-0.9,-2.5

[9] CC1=CC(C)(C)N(C(=O)CSc2nnc(-c3ccccc3)o2)c2ccc(C)cc21
[10] O=C1CCCN1CCCN1CC(C(=O)N(CCO)Cc2ccccc2)CCC1=O (centres undefined)
[11] O=C(CC(=O)OCc1ccccc1)OCc1ccccc1
[12] Cc1cc(N/N=C/c2c(O)ccc3ccccc23)nc(-c2ccccc2O)n1
[13] O=C(Nc1ccccc1)c1ccccc1OCc1ccc(S(=O)(=O)N2CCOCC2)cc1
[14] O=C(CC1SC(N2CCOCC2)=NC1=O)Nc1ccccc1F (centres undefined)
[15] CC(NC(=O)c1cc(COc2ccccc2)on1)c1nccs1 (centres undefined)
[16] C=C(C)C(=O)Nc1cccc(C2=NOC3(C2)C[C@@H](C(N)=O)N(C(=O)c2ccc(OC)cc2)C3)c1 (some centres undefined)
assay / entry,9,10,11,12,13,14,15,16
V-ATPase pHluor,-2,0,4,5,-2,-1,2,-3
Keap1-Nrf2 PPI,-1,-6,-5,0,0,-5,-5,0
Cardiac RTF inh,-7,-7,-2,0,-5,9,6,7
DSG3 Ab inh,103,x,101,113,67*,x,92,69*
RTF Ca sens act,5,-2,8,-17,2,0,0,-7
LANA DNA inh,0.3,0.3,0.5,1.8,-1.1,-1.2,-0.7,46
Arrestin-AP2 inh,-2,-4,3,33,0,1,-4,32
MOR-DOR inv ag,-54,7,2,11,21,3,16,14
Wnt act,-2,0,0,-3,-1,0,29,x
OPRM1-OPRD1 ag,8.6,-1.3,-0.3,-2.0,-4.0,-0.6,-3.1,-2.4

[17] COc1ccc(CCNC(=O)C/C(C)=N/NC(=O)c2ccc(N)cc2)cc1OC
[18] Cc1oc(-c2ccccc2F)nc1CN1CCC(C(=O)NC2CC2)CC1
[19] CN(C)S(=O)(=O)NC(c1ccccc1)c1ccccc1
[20] COc1cc(NC(=S)N2CCN(S(C)(=O)=O)CC2)cc(OC)c1
[21] O=C(CSc1nccc(-c2ccc(Br)cc2)n1)NCCc1ccccc1
[22] CC1CCCC(NC(=O)C2CCCN2S(=O)(=O)c2cccc3nsnc23)C1C (centres undefined)
[23] NC(=O)c1cccc(NC(=O)CCCCC(=O)Nc2cccc(C(N)=O)c2)c1
[24] CCN(C1CCCCC1)S(=O)(=O)c1ccc(S(=O)(=O)N2CCN(CCC#N)CC2)cc1
assay / entry,17,18,19,20,21,22,23,24
V-ATPase pHluor,-7,0,-4,3,3,-4,-2,0
Keap1-Nrf2 PPI,4,-3,2,-3,2,-7,-11,2
Cardiac RTF inh,1,-10,-2,1,-7,-5,0,0
DSG3 Ab inh,124,95,98,110,69*,105,93,105
RTF Ca sens act,-1,-2,-3,-1,4,-2,-1,6
LANA DNA inh,0.1,0.3,-1.1,-0.5,-1.0,-1.4,-0.8,0.8
Arrestin-AP2 inh,12,-5,7,0,11,-2,7,-8
MOR-DOR inv ag,0,15,12,11,-10,7,7,-3
Wnt act,x,-4,x,4,3,-2,1,1
OPRM1-OPRD1 ag,0.1,-3.0,-2.4,-3.5,1.7,-1.1,-1.6,0.6

[25] NS(=O)(=O)c1ccc(CCNCC(=O)NCc2ccccc2Cl)cc1
[26] C[C@@H]1CN([C@@H](C)CO)C(=O)Cc2cc(NS(=O)(=O)c3ccccc3)ccc2O[C@H]1CN(C)Cc1ccncc1
[27] Cc1ccc(SCCC(=O)Nc2ccccc2C(=O)NC(C)C)cc1
[28] CCCNC(=O)Cc1ncn[nH]1
[29] CC1CCc2cc(F)cc3c(O)c(C(=O)NCC4CCCO4)c(=O)n1c23 (centres undefined)
[30] COc1ccc(C2(O)C(=O)Nc3ccc(C)cc32)cc1 (centres undefined)
[31] COc1ccc(C(=O)c2ccc(CC#N)s2)cc1
[32] COc1ccc(CCNC(=O)c2cc(C)oc2C)cc1
assay / entry,25,26,27,28,29,30,31,32
V-ATPase pHluor,2,2,-2,2,-1,1,6,-1
Keap1-Nrf2 PPI,-5,-13,-2,2,-5,-3,-5,-6
Cardiac RTF inh,-7,2,7,-1,-3,-2,-8,0
DSG3 Ab inh,110,102,56,99,105,84,100,122
RTF Ca sens act,-4,1,0,0,6,7,5,-5
LANA DNA inh,-0.2,2.5,0.3,-0.2,-0.5,-1.6,1.2,-0.4
Arrestin-AP2 inh,4,-1,-3,4,5,35,18,2
MOR-DOR inv ag,2,8,5,15,-16,0,-21,21
Wnt act,1,-4,-5,x,1,1,x,0
OPRM1-OPRD1 ag,-0.4,-1.3,-1.0,-3.2,3.0,0.1,3.7,-3.6

[33] COC(=O)c1cc(S(=O)(=O)N2CCN(Cc3ccccc3)CC2)cn1C
[34] O=C(CSc1nnc(-c2ccccn2)o1)Nc1ccccc1Cl
[35] Cc1cc(=O)oc2cc(OC(C(=O)O)c3ccccc3)ccc12 (centres undefined)
[36] CCOc1cc(CO)cc(Br)c1OCC(=O)O
[37] Cc1cccc(C(C(N)=O)c2ncc(C(F)(F)F)cc2Cl)c1 (centres undefined)
[38] COC(=O)c1cn(NC(=O)c2ccncc2)c(=O)c2ccccc12
[39] O=C(O)/C=C/c1cn(-c2ccccc2)nc1-c1cc2ccccc2oc1=O
[40] COC(=O)c1cccc(NC(=S)N2CCN(C)CC2)c1
assay / entry,33,34,35,36,37,38,39,40
V-ATPase pHluor,3,-66,2,3,2,0,-3,-2
Keap1-Nrf2 PPI,-2,1,-4,0,-3,-1,1,1
Cardiac RTF inh,-11,5,-2,-4,-8,-3,-4,-4
DSG3 Ab inh,100,96,89,110,104,x,100,99
RTF Ca sens act,2,-1,-3,0,-5,6,-2,-7
LANA DNA inh,0.7,1.3,0.3,2.0,-0.5,0.9,-9.1,-1.5
Arrestin-AP2 inh,18,17,10,2,41,30,-18,-4
MOR-DOR inv ag,0,5,4,15,11,2,9,12
Wnt act,-4,14,1,x,0,0,6,-1
OPRM1-OPRD1 ag,-0.1,-0.8,-0.8,-3.0,-2.0,-0.3,-1.6,-2.6

[41] CCOC(OCC)c1nc(N)[nH]c(=O)c1CCCCc1ccccc1
[42] COc1ccccc1COCC(O)CN1CCCCC1CO (centres undefined)
[43] O=C1c2ccccc2C(Nc2ccccc2)N1Cc1ccc2c(c1)OCO2 (centres undefined)
[44] O=C(NCc1cccc(C(F)(F)F)c1)c1cccc(Cl)c1Cl
[45] COC(=O)c1sc(S(=O)(=O)NCC(=O)O)c(C(=O)OC)c1C
[46] CC(C)S(=O)(=O)c1csc(C(=O)NN)c1Cl
[47] COc1ccc(-n2ccn(CC(=O)Nc3ccc(OC)cc3OC)c(=O)c2=O)cc1
[48] Cc1cc(C)c(NC(=O)CNC(=O)c2ccccc2SCC(=O)N2CCCC2)c(C)c1
assay / entry,41,42,43,44,45,46,47,48
V-ATPase pHluor,0,2,-2,-3,-1,1,9.4*,1
Keap1-Nrf2 PPI,-2,-3,1,-2,-1,x,-1,4
Cardiac RTF inh,6,-8,-10,10,0,x,-9,-3
DSG3 Ab inh,95,98,100,103,101,96,104,x
RTF Ca sens act,-4,1,1,0,2,x,3,-3
LANA DNA inh,3.8,0.2,0.0,-0.3,0.3,x,-1.6,1.1
Arrestin-AP2 inh,-13,2,-2,11,10,-2,-9,7
MOR-DOR inv ag,19,12,6,-7,12,x,4,15
Wnt act,-2,1,1,-1,21,-3,-1,-2
OPRM1-OPRD1 ag,-4.4,-2.6,-1.2,1.6,-2.6,x,-0.8,-3.6

[49] N#CCC(=O)Nc1ccc(C(=O)OCC(=O)Nc2ccc3ccccc3c2)cc1
[50] CCC1CCCCN1CCCNC(=O)Cn1cnc2sc(C)c(S(=O)(=O)N3CCC(C)CC3)c2c1=O (centres undefined)
[51] Cc1ccccc1C(=NC(=O)c1ccccc1)c1ccccc1
[52] CCn1ccnc1CN(C)Cc1nc(-c2ccc3c(c2)OCO3)no1
[53] CC(NC(=O)COC(=O)CCC(=O)c1ccc(Cl)cc1)c1ccccc1 (centres undefined)
[54] COC(=O)c1[nH]c2cc(OC)ccc2c1NC(=O)CN1CCC(C(N)=O)(N2CCCCC2)CC1
[55] COc1ccccc1NS(=O)(=O)c1ccc(O)c(NC(=S)NCC2CCCO2)c1 (centres undefined)
[56] COC(=O)CNC(=O)c1c(-c2c(Cl)cccc2Cl)noc1C
assay / entry,49,50,51,52,53,54,55,56
V-ATPase pHluor,6,-4,0,-2,2,8,0,4
Keap1-Nrf2 PPI,-2,-6,-3,3,-4,-6,-1,-3
Cardiac RTF inh,4,-3,-5,15,3,-11,-10,-2
DSG3 Ab inh,100,113,98,99,95,120,97,101
RTF Ca sens act,-1,9,-2,-2,-4,-4,-3,-1
LANA DNA inh,0.7,0.7,-1.0,0.2,-0.2,0.6,-1.4,0.0
Arrestin-AP2 inh,9,0,24,3,3,-13,-3,-2
MOR-DOR inv ag,-9,-9,-14,11,2,-6,17,3
Wnt act,-1,-2,x,2,-3,x,-1,0
OPRM1-OPRD1 ag,2.1,1.2,3.1,-2.0,-0.4,1.4,-3.2,-0.5

# Results in MOR-DOR inv ag, V-ATPase pHluor and OPRM1-OPRD1 ag (three entries from above):
no.	canonical_smiles	MOR-DOR inv ag	V-ATPase pHluor	OPRM1-OPRD1 ag
49	N#CCC(=O)Nc1ccc(C(=O)OCC(=O)Nc2ccc3ccccc3c2)cc1	-9	6	2.1
54	COC(=O)c1[nH]c2cc(OC)ccc2c1NC(=O)CN1CCC(C(N)=O)(N2CCCCC2)CC1	-6	8	1.4
56	COC(=O)CNC(=O)c1c(-c2c(Cl)cccc2Cl)noc1C	3	4	-0.5
